Assay outcomes from PubChem.
HCV core dimer – HCV core protein dimerization inhibition. TR-FRET GST/Flag-core106 dimerization, 1536-well. inhibition, % at 5 µM. 0.33% of 300,000 active. AID 1899;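 active means inhibition above the mean of all tested compounds plus 3 SD, set per screening campaign, cut at about 45% in these data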
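Material: GST/Flag-tagged HCV core106 proteins. Incubation: 4 h, 22.5 °C incubation. Read-out basis: inhibition (%) from 671 over 617 nm ratio. Measured by: TR-FRET, excitation 340 nm, emission 617 and 671 nm.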
procasp7 counter – activates human procaspase-7, counter-screen for procaspase-3 activators; activation, % at 8.5 µM; recombinant procaspase-7, Ac-DEVD-pNA absorbance 405 nm; D23A/D198A/D206A triple mutant, cannot self-cleave; scale: DMSO 0, 5 µM enzyme 100; 0.093% of 330,000 active; P55210;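 active means percent activation above the screen-wide mean plus 3 SD, cut at about 25% in these data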
Target sequence (P55210 whole entry D23A/D198A/D206A): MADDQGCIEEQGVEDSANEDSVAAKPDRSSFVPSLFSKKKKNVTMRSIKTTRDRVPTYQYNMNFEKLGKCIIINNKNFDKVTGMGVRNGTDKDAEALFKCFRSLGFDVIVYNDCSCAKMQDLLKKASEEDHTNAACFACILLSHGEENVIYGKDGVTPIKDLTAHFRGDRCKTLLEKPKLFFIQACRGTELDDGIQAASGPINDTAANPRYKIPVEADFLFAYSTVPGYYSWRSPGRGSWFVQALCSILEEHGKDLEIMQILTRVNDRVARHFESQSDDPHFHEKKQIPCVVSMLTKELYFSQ
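Assay system: Uncleavable procaspase-7 mutant enzyme | Input: 2 µM procaspase-7 mutant as dispensed | Timing: 1 h compound preincubation, 2 h substrate cleavage, 25 °C | Repeats: One well per compound | Control set: DMSO wells as 0%, DMSO with 5 µM added PC-7 as 100% | Technique: Epi-absorbance of released pNA at 405 nm, two timepoints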
VLA-4 inh – inhibition in a human VLA-4 binding assay; VLA-4 expressing cells, ligand binding flow cytometry; AID 2557; inhibition, % (about 7 µM as worked out from the volumes in the protocol); 0.2% of 330,000 active; in the data active means inhibition above about 50%
GRK2 aptamer HTS – human GRK2 inhibition via aptamer displacement; bead flow cytometry, FAM-aptamer displacement from GRK2; 0.59% of 330,000 active; AID 488847; P25098; inhibition of aptamer binding, % at 10 µM;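 active means inhibition of aptamer binding above 40%, roughly 3 SD of noise, on plates passing a quality check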;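 further: median bead fluorescence of bound FAM aptamer so fluorescent compounds give negative values; no value below 0 was filed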
PP1 inh – PP1-alpha (human) inhibition in PP5 counter-screen; P62136; purified PP1alpha, OMFP fluorescence; inhibition, % at 6.7 µM; 0.9% of 320,000 active; AID 2235;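 active means inhibition above the mean inhibition of all tested compounds plus 3 SD, computed separately for each screening campaign, cut at about 15% in these data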
Fh CTSL1 inh – blocks F. hepatica cathepsin L1 in PFM18AAP counter-screen; recombinant F. hepatica cathepsin L1, Z-Leu-Arg-MCA fluorescence; inhibition, % at 5.96 µM; 0.49% of 300,000 active; AID 1906;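 active means inhibition above the mean of all tested compounds plus 3 SD, set per screening campaign, cut at about 17% in these data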;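 further: 0% = plate median of test compound wells and 100% = 1 µM Z-Phe-Ala-diazomethylketone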
GASC-1 inh – inhibitors of human GASC-1 (JMJD2C) demethylase. 0.069% of 330,000 active. Q9H3R0. inhibition, % at 2.35 µM. GST-JMJD2C(1-420) H3K9me3 demethylation, DELFIA europium;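 active means more than half of a compound's replicate wells show inhibition beyond 50%, single wells judged on their own value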;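 further: signal counts dimethyl H3K9 product captured on neutravidin plate; 0% = median of DMSO wells and 100% = 0.3 times that DMSO median; strong numbers were not always called active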
proCasp3 act – procaspase-3 (human) activation | P42574 | activation, % at 8.5 µM | AID 463141 | recombinant procaspase-3 D3A, Ac-DEVD-pNA absorbance 405 nm | 0.11% of 330,000 active;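 active means activation above the mean of all tested compounds plus 3 SD, cut at about 21% in these data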;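 further: 0% = DMSO alone and 100% = DMSO wells spiked with extra 5 µM PC-3 D3A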
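Assay system – Procaspase-3 D3A mutant · Benchmarks – DMSO low control, extra-enzyme high control · Technique – 405 nm absorbance of p-nitroaniline, reads at 0 and 120 min · Doses – 8.5 µM nominal · Measure – % activation between DMSO and enzyme-spiked controls · Also added – Ac-DEVD-pNA chromogenic peptide substrate · Schedule – 1 h compound preincubation, 2 h substrate hydrolysis at 25 °C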
PP5 primary – PP5 (human) phosphatase inhibition. inhibition, % at 6.7 µM. purified PP5c, OMFP substrate fluorescence. P53041. 0.18% of 320,000 active. AID 1987;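 active means inhibition above the campaign's mean inhibition across all tested compounds plus 3 SD, cut at about 9.5% in these data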;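 further: 0% = DMSO only and 100% = 100 µM cantharidin control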
Target sequence (P53041 whole entry, looked up): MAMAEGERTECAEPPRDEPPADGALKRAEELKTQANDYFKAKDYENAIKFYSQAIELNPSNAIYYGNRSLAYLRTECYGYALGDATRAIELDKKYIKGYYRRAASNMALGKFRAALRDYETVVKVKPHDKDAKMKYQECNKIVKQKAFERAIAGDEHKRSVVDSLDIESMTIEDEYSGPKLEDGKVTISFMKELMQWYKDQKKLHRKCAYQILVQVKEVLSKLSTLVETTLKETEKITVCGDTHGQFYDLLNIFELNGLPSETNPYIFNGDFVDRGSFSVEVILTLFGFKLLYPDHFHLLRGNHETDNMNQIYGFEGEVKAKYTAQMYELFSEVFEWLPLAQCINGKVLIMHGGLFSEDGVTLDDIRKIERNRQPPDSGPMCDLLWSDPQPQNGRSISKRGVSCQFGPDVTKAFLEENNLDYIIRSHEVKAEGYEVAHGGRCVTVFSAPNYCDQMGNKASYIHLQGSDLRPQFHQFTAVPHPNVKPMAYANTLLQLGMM
An asterisk follows results filed as active; / = not tested or not shown.

smiles	HCV core dimer	PP5 primary	PP1 inh	VLA-4 inh	GASC-1 inh	GRK2 aptamer HTS	proCasp3 act	Fh CTSL1 inh	procasp7 counter
c1ccc(Cc2cc(-c3ccccc3)on2)cc1	-2.3	2.9	-2.2	20.9	-2.3	0.0	-3.7	2.7	8.4
CC1=C(C(=O)OC(C)C)C(c2cncc(-c3ccc(F)cc3)c2)C(C#N)=C(N)O1 (configuration not stated)	12.3	1.4	2.4	-8.9	-2.5	0.0	1.6	18.5*	7.8
N=c1c2c(-c3ccccc3)c(-c3ccccc3)n(Cc3ccco3)c2ncn1Cc1ccco1	13.4	2.5	16.4*	-1.0	-17.5	0.0	8.4	-0.8	4.5
CCc1nnc(NC(=O)C(NC(=O)c2ccccc2Cl)C(C)C)s1 (configuration not stated)	1.6	3.0	-3.4	8.5	-4.5	0.0	6.6	-4.0	-1.1
N=C1/C(=C/c2coc3ccccc3c2=O)C(=O)N=C2SC(c3ccco3)=NN12	-3.6	-0.9	2.6	6.0	-15.9	1.0	-4.7	3.8	-6.5
CCCCN(CC)CCCNC(=O)c1cc2cc3ccc(OC)cc3nc2o1	-4.6	-1.2	3.9	14.5	21.5	0.0	1.7	2.9	13.7
CCc1ccc(N2CC(C(=O)OCC(=O)Nc3ccc(C(C)=O)cc3)CC2=O)cc1 (configuration not stated)	/	2.4	1.2	13.5	5.3	0.0	6.3	/	-4.5
Cc1cccc(C)c1NC(=O)CNC(=O)c1ccc(S(=O)(=O)NCc2ccco2)cc1	/	1.2	-2.6	13.3	2.6	0.0	3.6	/	-1.1
O=C(NCCCn1ccnc1)c1noc2c1CCc1ccccc1-2	0.1	-0.4	-2.8	-1.5	-5.9	0.0	6.7	14.3	-0.6
CC1(C)Cc2ccccc2C2CC(O)C(=O)N21 (configuration not stated)	-2.3	3.3	2.8	20.2	-1.6	6.0	7.7	-4.2	-4.5
CCc1ccc(OCC(=O)OC(C)C(=O)NC2CC2)cc1 (configuration not stated)	-11.6	1.5	2.8	2.6	6.8	4.0	-3.6	-10.5	1.2
COC(=O)c1c(NC(=O)C2CC2)sc2c1CCN(C(C)=O)C2	-33.2	-5.5	-4.1	23.5	8.1	3.0	6.7	3.9	-0.6
O=c1c2ccccc2nc(-c2ccccc2)n1CCCN1CCOCC1	1.2	4.2	-4.6	19.8	-13.3	0.0	2.6	-1.3	9.6
O=C(c1cc2ncccn2n1)N1CCc2c([nH]c3ccccc23)C1c1ccccc1F (configuration not stated)	11.8	6.5	2.8	-3.4	-9.4	2.0	-1.8	-3.0	-10.3
COc1ccc(Cl)cc1C(=O)NNC(=O)COC(=O)c1cccs1	/	/	/	3.9	-10.8	0.0	2.1	/	1.9
O=C(/C=C/c1ccco1)OCC(=O)N1CCCCC1	/	/	/	0.0	1.0	76.0*	-4.7	/	0.5
CCOC(=O)c1cn(Cc2cccc(Cl)c2)c2cc(C)nn2c1=O	-9.0	4.3	-8.0	-8.1	12.3	4.0	-9.1	5.4	-3.9
COc1ccc(C(=O)/C=C/Nc2c(C)n(C)n(-c3ccccc3)c2=O)cc1OC	-1.8	0.3	-4.4	2.7	30.9	2.0	1.1	2.0	3.2
O=C(COc1ccc(Cl)cc1)Nc1cccc(S(=O)(=O)NCc2ccco2)c1	/	2.6	-0.4	7.4	-5.2	1.0	5.7	/	1.3
Cc1nc2ccccc2c(N)c1C(=O)/C=C/c1ccccc1	-2.6	3.4	4.6	2.1	-10.8	0.0	2.4	2.9	1.3
N#Cc1ccc(-n2c(-c3ccccc3)nnc2-c2ccccc2)cc1C#N	-2.8	1.0	0.5	-9.0	-10.2	0.0	-4.2	0.2	-9.1
CCCCOc1ccc(C(O)(CCC)CCN2CCOCC2)cc1 (configuration not stated)	-6.1	1.7	2.1	/	-4.5	0.0	-0.6	1.0	-5.0
COc1ccc(C(=O)c2sc(Nc3cccc(OC)c3)c(C(=O)Nc3cccc(C)c3C)c2N)cc1	22.5	2.1	3.8	-19.8	1.5	0.0	-7.5	1.6	-11.3
Cc1ccccc1C(=O)NNC(=O)CSc1nc2ccccc2c(=O)[nH]1	0.4	1.6	-4.5	-1.4	-10.2	1.0	1.7	18.2*	1.0
Cc1ccc(C)c(S(=O)(=O)N2CCN(C(=O)CCNS(=O)(=O)c3ccc(C)c(C)c3)CC2)c1	-1.4	1.3	-1.9	0.1	1.7	0.0	4.1	0.1	10.2
COC(=O)Cn1c(=NC(=O)c2cccc(OC)c2)sc2cc(OC)ccc21	9.6	3.4	-3.0	1.3	0.0	0.0	-133.9	4.7	-189.6
CCOc1ccc(N2C(=O)CC(N3CCN(c4ccc(F)cc4)CC3)C2=O)cc1 (configuration not stated)	1.8	-0.5	-6.6	2.3	-18.6	0.0	-8.1	6.2	-10.3
O=[N+]([O-])c1cc(/C=N/O)ccc1SCc1ccccc1Cl	3.9	2.2	-0.3	-1.8	3.2	3.0	8.5	0.1	8.2
COC(=O)C1=C(C)N(CCCC(=O)O)C(=O)NC1c1ccc(Cl)cc1 (configuration not stated)	-5.3	-0.3	-3.0	6.5	-8.5	0.0	0.0	-2.2	2.7
CCOC(=O)C1=C(c2ccc(OC)cc2)OC(N)=C(C#N)C1c1cccnc1 (configuration not stated)	-1.4	2.6	-0.8	-3.0	0.3	0.0	-10.3	-11.6	-5.0
O=C(COC(=O)COc1ccccc1Cl)Nc1ccccc1OC(F)F	1.6	1.9	-2.6	7.1	3.6	0.0	11.5	-15.7	5.2
CNc1nnc(CSc2nc3ccccc3s2)s1	-0.5	-1.6	0.8	8.0	7.6	0.0	-6.9	-3.0	3.9
Cc1cccc(NC(=O)C2CCCN(S(=O)(=O)c3cccc4nsnc34)C2)c1 (configuration not stated)	-21.2	1.9	-2.0	-21.5	/	2.0	2.3	5.4	-8.1
COCCN(C(=O)COC(=O)c1cc2c(s1)CCC2)c1c(N)n(Cc2ccccc2)c(=O)[nH]c1=O	68.6*	-2.0	17.9*	3.2	8.3	98.0*	9.8	-1.9	5.9
CN1CCN(C(=O)C2=C[C@H](c3coc4ccccc4c3=O)C[C@H](OCc3ccc(CO)cc3)O2)CC1	-7.2	3.3	-1.8	15.2	2.2	0.0	0.8	-1.4	2.7
CCOc1nc(-c2ccc(OC)cc2)ccc1-c1noc(-c2cc(OC)c(OC)c(OC)c2)n1	-6.3	-1.1	-1.8	-11.9	31.1	0.0	-0.7	4.4	-4.6
O=C(C1CCN(c2nnc(-n3cccc3)s2)CC1)N1CCc2ccccc2C1	25.5	-2.5	1.8	-19.5	-16.8	3.0	6.0	1.1	16.1
O=C(COC(=O)/C=C/c1ccco1)NC1CCCCC1	/	0.4	7.2	1.4	-1.6	12.0	-3.8	/	4.5
CC(C)(C)C(=O)Nc1ccc2c(c1)-c1cc(NC(=O)C(C)(C)C)ccc1C2	-0.2	-0.1	-1.6	5.1	-3.4	0.0	0.4	1.2	5.3
CCN(CC)C(=O)CSc1nnc2sc3ccccc3n12	-2.9	3.1	-0.8	1.8	0.8	2.0	-1.1	-8.3	0.1
CC(=O)Nc1ccc(Nc2nc(C)c([N+](=O)[O-])c(Nc3ccccc3)n2)cc1	-5.4	4.7	2.7	6.7	0.1	0.0	-1.7	-1.7	5.5
O=C(O)CNC(=O)C1CCCN1C(=O)CNC(=O)OCc1ccccc1 (configuration not stated)	-1.8	0.8	0.2	3.7	31.2	0.0	3.9	1.6	-11.2
COc1ccc(CCn2c(C)nc3ccccc3c2=O)cc1OC	-1.5	0.8	-0.4	10.1	-3.4	0.0	8.9	-29.4	-4.4
O=C(Nc1ccc(C(=O)N2CCCCC2)cc1)c1ccc([N+](=O)[O-])cc1	-3.6	3.6	-6.0	9.4	1.9	0.0	-2.6	0.1	-10.9
Cc1ccc(C(=O)NN2CC(O)=C(c3nc(-c4cccc([N+](=O)[O-])c4)cs3)C2=N)cc1	53.5*	3.2	17.4*	-2.6	7.1	4.0	0.0	3.5	-0.3
COc1cc2[nH]c3c(=O)n4c(nc3c2cc1OC)SCCC4	-3.8	-0.3	-2.3	2.0	-5.5	0.0	12.2	1.8	-3.7
O=C(O)C1CCCCC1C(=O)Nc1nc(-c2cccs2)cs1 (configuration not stated)	0.9	2.3	1.7	8.0	-11.2	0.0	-1.1	4.4	1.7
Cc1nnc(SCC(=O)N2CC(=O)Nc3ccccc32)n1-c1ccccc1	-2.2	-0.4	0.9	-7.2	-11.4	1.0	7.9	-0.8	2.6
COc1ccc(NC(=O)CSc2nc3ccccc3n2-c2ccccc2)c([N+](=O)[O-])c1	5.8	3.9	3.9	0.2	7.0	4.0	-5.5	1.7	9.0
CCOC(=O)c1c(-c2ccc(OC)cc2)csc1NC(=O)CSc1nnc(C)c(=O)[nH]1	11.4	0.3	4.9	1.4	9.1	0.0	3.0	-0.6	2.1
CC1CC(C)CN(C(=O)c2cc3cc(Br)cc(Br)c3o2)C1 (configuration not stated)	11.4	1.0	7.7	1.5	0.5	6.0	-1.9	5.9	-1.6
CN(Cc1cc2ccccc2[nH]c1=O)S(=O)(=O)c1ccccc1	3.0	4.3	0.6	19.1	-25.0	0.0	-1.9	-0.6	-1.3
Cc1cccc(NC(=O)COc2ccc(-c3nn(C)c(=O)c4ccccc34)cc2)c1	4.8	3.9	8.2	6.4	-21.9	0.0	8.2	1.3	-4.5
COc1cccc(C(=O)N2CCCC(Nc3ccc(C)c(C)c3)C2)c1 (configuration not stated)	5.3	-1.1	-1.1	7.3	-1.2	0.0	3.5	3.0	6.8
CCCCC(=O)Oc1c(S(=O)(=O)c2ccccc2)c(C)nn1C(C)(C)C	8.1	2.4	1.2	-45.7	-1.2	0.0	6.2	5.2	6.6
CCOc1ccc(NC(=O)C(CC)NC(=O)c2ccccc2CO)cc1 (configuration not stated)	-11.3	1.4	2.4	1.9	14.9	0.0	-3.4	0.3	-13.0
CC(C)c1ccc(N2C(=O)[C@@H]3Cc4ccccc4CN3C2=O)cc1	7.6	3.6	-0.7	16.5	6.9	1.0	-0.3	-0.8	-2.2

Single records, from the list above. Order of screens: HCV core dimer, PP5 primary, PP1 inh, VLA-4 inh, GASC-1 inh, GRK2 aptamer HTS, proCasp3 act, Fh CTSL1 inh, procasp7 counter
Listed for CC(C)(C)C(=O)Nc1ccc2c(c1)-c1cc(NC(=O)C(C)(C)C)ccc1C2 : -0.2, -0.1, -1.6, 5.1, -3.4, 0.0, 0.4, 1.2, 5.3
Listed for CC(C)c1ccc(N2C(=O)[C@@H]3Cc4ccccc4CN3C2=O)cc1 : 7.6, 3.6, -0.7, 16.5, 6.9, 1.0, -0.3, -0.8, -2.2
